# Source: PubChem (several laboratories)
# NR5A2 inv ag: inverse agonists of human LRH-1 (NR5A2) | HEK293T StAR-luciferase reporter, LRH-1 transfected, 24 h | inhibition, % at 3.6 µM | 360,000 tested, 0.13% active;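 active = inhibition above the mean inhibition of all tested compounds plus 3 SD, cut at about 73% in these data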;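 also: 0% = DMSO wells and 100% = reporter-only cells lacking LRH-1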
# Target sequence (O00482 whole entry, looked up): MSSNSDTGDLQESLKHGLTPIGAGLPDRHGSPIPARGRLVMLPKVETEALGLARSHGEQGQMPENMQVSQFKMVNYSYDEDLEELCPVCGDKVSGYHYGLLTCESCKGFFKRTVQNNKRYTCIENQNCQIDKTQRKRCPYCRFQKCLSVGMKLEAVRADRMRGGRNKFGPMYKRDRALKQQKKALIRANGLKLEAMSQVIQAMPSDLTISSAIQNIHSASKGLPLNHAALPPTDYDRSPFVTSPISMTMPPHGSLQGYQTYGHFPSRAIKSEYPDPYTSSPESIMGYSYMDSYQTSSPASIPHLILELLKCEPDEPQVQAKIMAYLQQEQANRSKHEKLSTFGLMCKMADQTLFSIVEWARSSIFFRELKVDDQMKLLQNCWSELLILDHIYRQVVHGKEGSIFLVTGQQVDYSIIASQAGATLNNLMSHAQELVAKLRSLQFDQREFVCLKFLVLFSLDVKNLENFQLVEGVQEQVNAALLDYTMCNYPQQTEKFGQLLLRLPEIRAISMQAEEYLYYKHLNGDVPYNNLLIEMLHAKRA
# NCOA3 inh: inhibitors of human steroid receptor coactivator 3 (SRC3); AID 588352; HEK293 GAL4-SRC3 luciferase reporter, luminescence; 360,000 tested, 0.17% active; inhibition, % at 3.6 µM;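 active = inhibition above a per-campaign cutoff, the mean of all compounds plus 3 SD, cut at about 60% in these data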;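 also: 0% = DMSO-treated cells and 100% = gossypol-treated cells at 36 µM; higher means less SRC3-driven luciferase light from the GAL4 reporter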
# Vif imaging: blocks HIV Vif function; HEK293T cells, Vif self-association by quenched fluorescence, imaging, 24 h; inhibition, % at 7.49 µM; 340,000 tested, 0.35% active; AID 602346; in the data active = inhibition above about 50%, passing the limit was not always enough; inconclusive = no clear call, values can overlap the other calls; inactive = below about 31%; also: some results filed as inactive read as strong as hits
# NOD2-RIPK2 inh: NOD2-RIPK2 protein interaction inhibition; CHO BLA complementation NOD2-RIPK2, CCF4 ratio; O43353; AID 624267; inhibition, % at 4.98 µM; 360,000 tested, 0.38% active; in the data active = inhibition above about 21%;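 also: 0% = vehicle only and 100% = reference blocker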
# TLR9-MyD88 inh: TLR9-MyD88 interaction inhibition. Q9NR96+Q99836. CHO BLA complementation TLR9-MyD88, CCF4 FRET ratio. inhibition, % at 4.98 µM. 340,000 tested, 0.21% active;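 active = inhibition above the mean over all tested compounds plus 3 SD, cut at about 21% in these data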;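 also: 0% = DMSO only wells and 100% = clavulanate BLA inhibitor control wells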
# COUP-TFII inh: NR2F2 (human) inhibition, primary screen; P24468; HEK293T NGFI-A luciferase reporter, luminescence; inhibition, % at 8.6 µM; 370,000 tested, 0.7% active; AID 686940;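 active = inhibition above a per-plate cutoff, mean inhibition of test wells between control levels plus 3 SD, cut at about 38% in these data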;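 also: cells cotransfected with COUP-TFII expression vector driving the NGFI-A reporter; 0% = median of COUP-TF2 test wells and 100% = reporter-only cells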
# Target sequence (P24468 whole entry, looked up): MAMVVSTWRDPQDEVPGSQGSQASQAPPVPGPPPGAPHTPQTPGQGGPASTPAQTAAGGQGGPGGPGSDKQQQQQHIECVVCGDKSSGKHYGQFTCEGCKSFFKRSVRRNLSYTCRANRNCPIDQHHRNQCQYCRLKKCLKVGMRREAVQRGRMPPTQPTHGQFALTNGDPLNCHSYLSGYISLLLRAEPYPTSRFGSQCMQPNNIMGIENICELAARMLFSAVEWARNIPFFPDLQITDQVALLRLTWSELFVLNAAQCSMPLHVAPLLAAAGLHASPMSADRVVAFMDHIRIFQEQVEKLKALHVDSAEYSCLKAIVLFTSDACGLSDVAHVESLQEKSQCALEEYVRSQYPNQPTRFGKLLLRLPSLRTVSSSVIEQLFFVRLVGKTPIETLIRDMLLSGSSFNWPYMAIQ
# C8 TRAIL sens: sensitizes caspase-8 expressing cells to TRAIL. 360,000 tested, 1% active. inhibition (viability loss, TRAIL sensitization), % at 10 µM. AID 624354. NB7+C8 cells + TRAIL, ATPlite viability luminescence;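 active = compounds causing at least 50% loss of cell viability in the single-dose screen, relative to plate controls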
# NCOA2 inhibitor: inhibits human steroid receptor coactivator 2. 370,000 tested, 0.17% active. HEK293 GAL4-SRC2 luciferase reporter, luminescence. Q15596. AID 651957. inhibition, % at 9 µM;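 active = inhibition above the mean inhibition of all tested compounds plus 3 SD, set per campaign, cut at about 52% in these data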;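 also: 0% = DMSO treated cells and 100% = cells given Gossypol at 36 µM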
# NCOA1 inh: inhibitors of human steroid receptor coactivator 1 (SRC1). inhibition, % at 3.6 µM. Q15788. 360,000 tested, 0.12% active. HEK293 GAL4-SRC1 luciferase reporter, luminescence. AID 588354;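 active = inhibition above the campaign mean plus 3 SD, with each screening campaign given its own cutoff, cut at about 60% in these data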;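 also: 0% = DMSO treated cells and 100% = gossypol at 36 µM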
# EBV LMP1 NFkB: Epstein-Barr LMP1 NF-kappaB reporter inhibition; LMP1-induced NF-kappaB luciferase reporter cells, luminescence; inhibition, % at 12.5 µM; 350,000 tested, 0.69% active; in the data active = inhibition above about 41%; inconclusive = no clear call, values can overlap the other calls;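 also: 0% = neutral control wells and 100% = reference inhibitor control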
# TROY signal inh: TROY signaling inhibition; Q293 LMP1-TROYcd NF-kB luciferase reporter, 4 h; inhibition, % at 10 µM; 360,000 tested, 0.98% active; AID 1347056;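 active = compounds whose plate-normalised and pattern-corrected inhibition of the luciferase reporter signal at the single screening dose is 50% or more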
# Active calls of the source: *; ? = inconclusive; . = not tested or not shown.
SMILES,NR5A2 inv ag,NCOA3 inh,Vif imaging,NOD2-RIPK2 inh,TLR9-MyD88 inh,COUP-TFII inh,C8 TRAIL sens,NCOA2 inhibitor,NCOA1 inh,EBV LMP1 NFkB,TROY signal inh
CCOc1ccc(N(Cc2cc3ccc(C)cc3[nH]c2=O)C(=O)COC)cc1,-19,5,8,1,-6,-1,-3,9,7,1,1
CCOc1ccc(S(=O)(=O)NCCC(=O)Nc2ccncc2)cc1,-19,21,3,5,4,18,-2,-15,-16,-7,4
CC(C)CC(C(=O)Nn1cnnc1)N1C(=O)c2ccccc2C1=O (stereo not drawn),-9,-7,6,10,9,6,11,-36,-3,4,25
Cc1c(NC(=O)c2cc3nc(-c4ccc(Cl)cc4)cc(C(F)(F)F)n3n2)c(=O)n(-c2ccccc2)n1C,-4,7,17,-5,5,11,1,1,-16,-3,-11
CCN1C(=O)N[C@@H](c2ccccc2)[C@H](C(C)=O)[C@H]1C,5,5,5,-3,-12,-13,12,2,13,1,-14
O=C1C=C(NCCOC23CC4CC(CC(C4)C2)C3)C2(CCCCC2)O1,-13,8,-9,-3,-2,-6,5,-1,-20,-1,-13
CCn1nnnc1SCCSc1nnnn1CC,-8,15,5,-3,9,6,0,6,1,5,-9
O=C(O)c1ccccc1C=NN=C1c2ccccc2-c2ccccc21,22,-9,-5,0,-1,-8,3,-11,-14,-17,-50
O=S(=O)(c1ccc2ccccc2c1)N1CCN(C2Cc3ccccc3C2)CC1,18,-10,-2,-5,-2,-4,-1,1,-8,4,2
Nc1ccc(N2CCCCC2)c(S(=O)(=O)Nc2ccccc2Cl)c1,9,8,5,3,-9,-3,-10,6,-8,-4,12
CCN(CC)C(=O)[C@H]1CC(CC(=O)NCCC2=CCCCC2)C(=O)N2CCc3c([nH]c4ccc(OC)cc34)[C@]12C (stereo partly drawn),-9,-7,-4,-13,-3,-4,10,3,-5,-1,6
C=CCN1C(=O)C2(NC(=O)c3ccccc3N2)c2ccccc21 (stereo not drawn),-10,7,1,-8,6,-6,-6,-7,-15,14,-6
O=C(CSc1nnc(NC(=O)c2ccc(F)cc2)s1)NCc1ccco1,-121,-78,.,-4,2,-26,56*,-29,-146,-6,-40
N#C/C(=C\c1ccc(N2CCOCC2)c([N+](=O)[O-])c1)c1nc2ccccc2[nH]1,-7,-24,0,10,-9,-16,22,-8,-3,-1,-4
CCCCOc1ccc(S(=O)(=O)N2CCN(C)CC2)cc1,-77,-36,-2,2,-12,-29,10,-70,-136,-3,-63
CCN(CC)c1ccc(NC(=O)CCc2nnc3ccc(N4CCCCC4)nn23)c(C)c1,1,9,8,-9,-3,8,-12,14,-9,-3,2
Cc1ccc2nsnc2c1S(=O)(=O)Nc1ccccc1C(=O)O,5,-3,-11,-9,1,15,-13,3,9,-7,-7
CCCCN1C(=O)C(CC(=O)NCc2cccc3ccccc23)CC(C(=O)N2CCCCCC2)=C1C (stereo not drawn),3,.,.,0,.,1,-10,-19,.,.,-8
Cc1cccc[n+]1CC(=O)c1ccc(NC(=O)c2ccccc2)cc1,-16,-20,2,-6,2,0,-3,-27,-16,0,-1
O=C(O)C1CC(O)CN1c1nc(Cl)ccc1[N+](=O)[O-] (stereo not drawn),-5,12,-9,-12,-9,-19,-6,-26,5,-1,-3
Cc1cccc(NC(=O)CSc2nnc(-c3ccc(S(=O)(=O)N4CCCC4)cc3)o2)c1,-31,-4,10,-4,-4,.,5,.,-3,-5,17
Cc1ccc(S(=O)(=O)Nc2ccccc2[N+](=O)[O-])cc1,4,.,.,-5,.,0,-17,6,.,.,.
COc1ccc(N2CCN(C(=O)c3cc4c(-c5ccc(Cl)cc5)nn(C)c4s3)CC2)cc1,1,-18,1,-9,0,3,-12,-29,7,-6,-13
Cc1ccc(CSCCNC(=O)c2ccc(NS(C)(=O)=O)cc2)cc1,3,-3,-4,-11,17,20,-7,-7,-13,10,-1
Cc1cc(C(=O)OCn2nnc3ccccc3c2=O)c(C)o1,-8,-10,1,-3,0,0,-9,-13,-5,-3,22
COc1ccccc1NC(=O)C1=C(C)Nc2nc(-c3cccs3)nn2C1c1cccnc1 (stereo not drawn),15,11,1,1,-4,4,5,-9,-7,2,6
COc1ccc(C(=O)N2CCCC(c3cc(C(=O)NCc4ccccc4)no3)C2)cc1 (stereo not drawn),13,7,5,-4,.,1,8,-10,-51,.,7
Cc1cc(S(=O)(=O)NCc2ccccc2)ccc1OCC(=O)NCC1CCCO1 (stereo not drawn),5,5,5,-7,10,-25,-1,-3,-6,-1,-6
CCOc1ccc(OCC(=O)OCC(=O)Nc2ccc3[nH]c(=O)[nH]c3c2)cc1,-8,2,13,-2,-6,-7,-17,-6,7,0,-21
CCOC(=O)C1CCN(C(=O)Cn2nc(C)n3c(cc4cc(C)ccc43)c2=O)CC1,-23,-21,0,-7,7,-14,-4,6,20,4,-19
COc1ccc(OCC(=O)N2CCN(C(=O)c3ccccc3)CC2)cc1,2,-11,-6,-8,-2,-5,5,-11,-6,1,-18
CC(C)(CNC(=O)c1sc2cc(F)ccc2c1Cl)N1CCOCC1,-28,0,2,7,-10,27,11,7,3,-10,-43
COc1ccc2cc(C(=O)C3CCCN(C(=O)c4cc5nc(C)cc(C)n5n4)C3)ccc2c1 (stereo not drawn),12,-2,-4,8,-12,-10,0,-17,-24,-1,4
O=C(CCN1C(=O)/C(=C\c2ccco2)SC1=S)Nc1ccc(C(=O)O)c(O)c1,10,3,7,-3,-5,3,3,10,-10,.,-12
CCOc1ccc(C(=O)Nc2cccc3ncccc23)cc1Br,1,10,-6,2,-1,-3,-3,-8,-8,2,-9
COC(=O)N1CCCCC1c1cc(C(=O)Nc2ccc3c(c2)OCO3)no1 (stereo not drawn),-4,-18,?,2,.,13,-1,-60,-1,.,-12
Cc1cc(-c2[nH]nc3c2C(c2ccc(Cl)cc2)C(C#N)=C(N)O3)c(C)s1 (stereo not drawn),7,9,-2,-3,3,-16,-3,13,8,-8,-2
O=C(NCC1CCCO1)c1ccc2c(c1)C(=O)N(c1cccc([N+](=O)[O-])c1)C2=O (stereo not drawn),10,18,14,-8,2,-17,2,-17,10,-4,4
O=S1(=O)CCN(Cc2ccccn2)CC1,-4,-15,13,-14,1,12,-2,-2,-3,0,-8
Cc1ccc(-c2n[nH]c(=O)c3ccccc23)c(C)c1,-4,13,-4,7,-2,9,-2,2,7,4,21
O=C(CN1CCCC1)Nc1c(C(=O)C2CC2)oc2ccccc12,0,13,10,-1,2,-5,-8,6,-7,-4,13
COC(=O)c1ccc(NCCc2csc(-c3ccc(C)cc3)n2)c([N+](=O)[O-])c1,12,-7,11,-2,2,2,12,-18,-1,11,-16
O=C(O)c1ccc(Cn2cc(Cl)cn2)cc1,9,4,43,2,13,11,2,13,-22,1,13
CCCCN(C(=O)CSCC(=O)Nc1cccc(C)c1)c1c(N)n(CCCC)c(=O)[nH]c1=O,-4,18,-3,-2,-2,-8,-9,15,-5,-2,-9
Cc1ccc(-c2nc(N)c3c(-c4ccc(C)cc4)nn(C(C)(C)C)c3n2)cc1,-9,-5,5,-3,3,-7,6,-6,-29,0,-23
CCN(CC)c1ccc(/C=N\N2CCN(Cc3ccc(C)cc3)CC2)cc1,22,6,0,-5,3,18,3,20,-15,-5,1
CCOc1ccc2nc(NCCNC(=O)C3CC3)c(C)cc2c1,-3,21,21,3,7,17,-5,-19,-3,2,1
COc1ccccc1C(=O)Nc1ccccn1,-85,-72,4,10,7,-38,20,-38,-75,-34,-34
Cc1cc(/C=N/NC(=O)c2cccc(N(C)C)c2)c(C)n1-c1cc(C(=O)O)cc(C(=O)O)c1,-77,-70,-1,2,-1,.,-3,.,-84,-14,-42
Cc1ccccc1CS(=O)(=O)Cc1ccc(C(=O)NCCCN2CCOCC2)o1,7,14,11,-7,-3,8,-7,21,-16,3,13
CCOc1ccc(C(=O)Nc2ccc3c(c2)OCCO3)cc1OC,-64,-52,-8,-3,-8,-27,36,-34,-36,-6,-33
Cc1ccc(-n2c(SCC(=O)NC3CCCCC3)nc3c(c2=O)SCC3)cc1,-4,5,7,-6,-4,-4,-3,0,0,2,-20
CS(=O)(=O)N1CCC(C(=O)Nc2ccc(F)cc2)CC1,6,-11,1,6,-11,11,-1,1,8,-2,6
CC(Oc1ccc2oc3ccccc3c2c1)C(=O)NC12CC3CC(CC(C3)C1)C2 (stereo not drawn),1,3,-7,-2,-3,1,-8,8,-2,6,5
O=C(Nc1cc2c(oc1=O)CCCC2=O)c1ccccc1,-6,-21,1,-9,3,-16,3,-37,-19,-2,-40
CN(C)C(=O)CSc1nnc(-c2cnccn2)n1C,3,2,3,-10,-3,-10,3,-8,-8,-12,2
NCCCSC1=NCCCN1,-12,-4,1,-5,4,-1,5,-42,2,-8,11
CCOc1ccc2nc(NCCNC(=O)C(C)(C)C)c(C)cc2c1,16,18,-5,-2,0,7,0,-4,-20,4,-1
C=C1C(C(=O)N2CCOCC2)C1C(=O)N1CCOCC1 (stereo not drawn),-5,15,21,2,-13,1,-4,13,-31,-5,57*
Cc1ccc(SCCC(=O)N2CCC(C(N)=O)CC2)cc1,-5,-5,-1,-6,-12,-26,-1,-8,-21,-5,-2

# Remaining list, next part.
SMILES,NR5A2 inv ag,NCOA3 inh,Vif imaging,NOD2-RIPK2 inh,TLR9-MyD88 inh,COUP-TFII inh,C8 TRAIL sens,NCOA2 inhibitor,NCOA1 inh,EBV LMP1 NFkB,TROY signal inh
COc1cccc(NC(=O)COC(=O)/C=C/c2ccc(Cl)cc2Cl)c1,-17,1,6,2,-2,-10,-5,8,-5,-7,4
Cc1ccc(/C(CSc2nccn2-c2ncc(C(F)(F)F)cc2Cl)=N\O)cc1,14,-4,-7,-5,-5,32,0,16,-4,0,46
Cc1ccc(C)c(C(=O)COC(=O)Cn2c(C)csc2=O)c1,11,-1,1,-17,6,8,0,6,-6,0,-31
NC(=O)[C@H](Cc1cc2ccccc2s1)NC(=O)[C@@H]1CC2(CC(c3cccc(NC(=O)[C@@H]4CCC(=O)N4)c3)=NO2)CN1C(=O)/C=C/Sc1ccccc1 (stereo partly drawn),12,-18,-19,-10,-9,2,-4,-25,-10,2,0
COc1cccc(COC(=O)c2sc3nc4n(c(=O)c3c2C)CCC4)c1OC,-8,10,6,-3,4,-3,-2,0,-13,2,14
CCOc1ccccc1C1C(C#N)=C(N)Oc2cc(C)n(C)c(=O)c21 (stereo not drawn),0,-51,0,3,5,15,-17,-25,1,-2,7
CC(C)C(=O)Nc1ccc(NC(=O)c2cccnc2)cn1,-9,0,6,3,-16,-7,-10,0,-8,-4,-12
Cn1c(-c2cnn(-c3ccccc3)c2N)n[nH]c1=S,-10,5,-2,0,-3,4,1,-2,-13,-5,-18
Cc1noc(/C=C/N(C)C)c1S(=O)(=O)N1CCN(c2ccccc2)CC1,-36,-26,-5,7,-2,15,-3,6,-3,-1,13

# A portion of the library; the hit share may differ from the screen's.
